Bioassay records from PubChem.
LMPTP block: LMPTP phosphatase inhibitors, primary screen, biochemical, fluorescence intensity, uHTS. Low molecular weight phosphotyrosine protein phosphatase (Homo sapiens), P24666. inhibition, % at 20 µM. AID 651560, 2012. actives 0.22% (n = 360,000). recombinant LMPTP-A, OMFP fluorogenic substrate;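 active = compounds that cut the enzyme signal by at least half of the control window in the single-dose screen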;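 note: plate controls were DMSO wells with enzyme plus substrate for no effect and substrate without enzyme for full effect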
Target sequence (P24666 whole entry, looked up): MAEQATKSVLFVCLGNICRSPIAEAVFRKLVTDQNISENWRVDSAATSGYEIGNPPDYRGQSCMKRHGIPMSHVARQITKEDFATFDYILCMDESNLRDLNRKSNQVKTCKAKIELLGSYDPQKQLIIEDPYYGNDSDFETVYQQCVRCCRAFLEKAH
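Assay system: LMPTP-A, protein tyrosine phosphatase of low molecular weight / Medium: pH 6.0 Bis-Tris buffer with DTT and Triton X-100 / Schedule: 50 min enzyme reaction at room temperature, protected from light / Measured by: endpoint fluorescence intensity from OMFP dephosphorylation / Read-out basis: % inhibition relative to no-enzyme and uninhibited control wells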
SKN-1 inh: suppressors of acrylamide-induced Pgst-4::GFP reporter in worms, primary screen, SKN-1 inhibitor project, whole organism, uHTS, GFP/RFP fluorescence ratio, strain VP596. C. elegans VP596 Pgst-4::GFP/RFP ratio, 24 h. inhibition, % at 21.8 µM. actives 0.49% (n = 360,000). AID 624304, 2012;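 active = interference check ratio from 0.5 to 1.5 plus GFP to RFP signal ratio inhibition reaching or exceeding a fixed threshold, cut at about 30% in these data, passing the limit was not always enough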; note: some compounds called inactive have numbers as strong as hits
DNMT1 block: human DNMT1 methyltransferase inhibitors, primary screen, biochemical, molecular beacon, fluorescence, HinP1I cleavage, uHTS. actives 0.83% (n = 360,000). inhibition (reported as % activation of signal), % at 10 µM. DNA (cytosine-5)-methyltransferase 1 (Homo sapiens), P26358. AID 588458, 2011; in the data active = inhibition above about 50%
SUMO1-SIM PPI: modulators of SUMO1 protein-protein interactions, primary screen, biochemical, uHTS | SUMO1 binding to a labelled peptide, TR-FRET, 1 h | inhibition, % at 20 µM | actives 0.33% (n = 360,000) | Small ubiquitin-related modifier 1 (Homo sapiens), P63165; in the data active = inhibition above about 37%
Target sequence (P63165 whole entry, looked up): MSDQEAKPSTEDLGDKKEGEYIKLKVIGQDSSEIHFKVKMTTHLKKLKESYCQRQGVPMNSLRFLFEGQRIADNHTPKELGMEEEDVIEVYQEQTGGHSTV
STEP inh: STEP phosphatase inhibitors, primary screen, biochemical, fluorescence intensity, uHTS; Tyrosine-protein phosphatase non-receptor type 5 (Homo sapiens), P54829; actives 0.25% (n = 360,000); recombinant STEP, OMFP fluorogenic substrate; inhibition, % at 20 µM;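 active = inhibition at 20 µM, scaled per plate between control wells, above about 37%, limit read from the data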;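 note: 0% = DMSO with enzyme and substrate and 100% = substrate only without enzyme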
Target sequence (P54829 whole entry, looked up): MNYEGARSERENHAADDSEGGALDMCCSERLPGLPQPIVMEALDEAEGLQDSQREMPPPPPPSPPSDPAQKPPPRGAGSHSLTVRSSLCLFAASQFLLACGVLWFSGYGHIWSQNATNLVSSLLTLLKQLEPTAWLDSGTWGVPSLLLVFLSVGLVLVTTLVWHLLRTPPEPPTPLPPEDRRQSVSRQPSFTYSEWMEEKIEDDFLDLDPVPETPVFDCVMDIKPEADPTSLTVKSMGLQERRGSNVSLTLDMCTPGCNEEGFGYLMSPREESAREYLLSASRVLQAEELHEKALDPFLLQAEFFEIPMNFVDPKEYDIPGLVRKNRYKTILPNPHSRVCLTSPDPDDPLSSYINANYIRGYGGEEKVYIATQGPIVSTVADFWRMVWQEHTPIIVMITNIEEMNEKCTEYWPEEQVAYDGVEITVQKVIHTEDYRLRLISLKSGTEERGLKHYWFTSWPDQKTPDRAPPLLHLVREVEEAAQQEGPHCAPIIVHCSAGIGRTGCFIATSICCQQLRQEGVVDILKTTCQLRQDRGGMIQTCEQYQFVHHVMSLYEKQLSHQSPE
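Material: STEP (striatal-enriched tyrosine phosphatase) enzyme, cell-free; Compound dosing: 20 µM single dose in 1% DMSO; Technique: fluorescence read at 480 nm ex / 540 nm em; Times: reaction 20 min, ambient temperature; Medium: 50 mM Bis-Tris pH 6.0 with 2.5 mM DTT and 0.005% Tween 20; Also added: OMFP at 25 µM.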
MT1-MMP act inh: blockers of MT1-MMP proenzyme processing, primary screen, HT1080 RFP-PRO-GFP cells, GFP/RFP fluorescence | Matrix metalloproteinase-14 (Homo sapiens), P50281 | GFP/RFP ratio fluorescence, overnight; percent of plate control window, DMSO zero | GFP/RFP ratio change, % at 20 µM | actives 0.061% (n = 360,000) | AID 651647, 2012;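 active = GFP/RFP ratio change of at least 30% with cell ATP level not reduced by more than half and red fluorescence within 50% of control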; note: strong numbers were not always called active
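Material: RFP-PRO-GFP reporter HT1080 cells. Dosing: single-point 20 µM compound, 1% DMSO. Controls: DMSO and RFP-L50D-GFP cell wells. Timing: cells overnight before dosing, compound overnight, 37 °C, 5% CO2. Measure: GFP/RFP fluorescence ratio.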
CendR NRP1 mod: modulators of CendR peptide binding to NRP-1, primary screen, biochemical, fluorescence polarization, uHTS. Neuropilin-1 (Homo sapiens), O14786. FAM-RPARPAR peptide binding to NRP-1. inhibition, % at 25 µM. actives 0.85% (n = 360,000);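 active = inhibition or corrected inhibition above about 18%, plus a signal ratio from 0.5 to 1.5, limit read from the data, passing the limit was not always enough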; note: strong numbers were not always called active
Rpn11 block: Rpn11 (PSMD14) deubiquitinase inhibitors, primary screen, biochemical, fluorescence polarization, uHTS | 26S proteasome non-ATPase regulatory subunit 14 (Homo sapiens), O00487 | calls only at 20 µM | human 26S proteasome, Ub4-pepOG fluorescence polarization; 20S core pre-blocked with epoxomicin | actives 0.59% (n = 360,000);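 active = inhibition at 20 µM, scaled to each plate's controls, above about 33%, limit read from the data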
NadD block: inhibitors of S. aureus NadD, primary screen, biochemical, colorimetric, uHTS; AID 602399, 2012; inhibition, % at 20 µM; purified NadD enzyme, colorimetric absorbance read-out; Nicotinate-nucleotide adenylyltransferase NadD (Staphylococcus aureus N315); actives 0.78% (n = 360,000); in the data active = inhibition above about 26%; note: some compounds past the cut are filed as inactive
Scp1 inh: Scp-1 phosphatase inhibitors, primary screen, biochemical, colorimetric, uHTS; Recombinant Scp1, phosphopeptide, malachite green phosphate absorbance; inhibition, % at 20 µM; actives 0.88% (n = 340,000);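 active = inhibition above about 50% at 20 µM, limit read from the data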;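 note: plate controls were DMSO wells with enzyme for no effect and wells lacking enzyme for full effect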
Target sequence (Q9GZU7 76-261 limits assumed): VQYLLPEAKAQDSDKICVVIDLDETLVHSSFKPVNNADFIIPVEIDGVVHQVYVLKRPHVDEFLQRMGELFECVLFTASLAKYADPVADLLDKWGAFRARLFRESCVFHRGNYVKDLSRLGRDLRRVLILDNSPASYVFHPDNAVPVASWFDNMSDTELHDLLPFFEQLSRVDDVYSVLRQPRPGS
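Test system – truncated SCP-1 phosphatase (76-261aa) · Reagent – Phosphorylated 17-residue peptide substrate · Incubation – 45 min room-temperature reaction, 5 min colour, 30 min stabiliser · Detection – colorimetric phosphate reagent with accelerator and stabiliser, absorbance at 630 nm · Measure – % inhibition at 20 µM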
* hit, by the source's call; i = inactive; · = no result given.

SMILES	LMPTP block	SKN-1 inh	DNMT1 block	SUMO1-SIM PPI	STEP inh	MT1-MMP act inh	CendR NRP1 mod	Rpn11 block	NadD block	Scp1 inh
COC(=O)C1(C)NC(c2ccc(O)cc2)C2C(=O)N(c3ccc4c(c3)OCCO4)C(=O)C21 (stereo not given)	-1.3	4	2	13	2	-1	1	i	0	-6
COC(=O)C1C(=O)CC(C)(O)C(C(=O)OC)C1c1ccccc1F (stereo not given)	-1.6	6	0	-1	-3	-4	10	i	7	-4
COc1ccc(C2=CC(c3ccco3)n3ncnc3N2)cc1 (stereo not given)	0.5	1	6	-12	0	-91	58	i	-9	-4
O=C(NNS(=O)(=O)c1ccc(F)cc1)c1cc2ccccc2cc1O	1.2	8	-2	-9	-1	2	8	i	-2	-7
Cc1ccc(NS(=O)(=O)c2cccc(C(=O)NCCCn3ccnc3)c2)cc1	-1.1	6	1	-1	0	2	7	i	-3	-4
Cc1c(/C=N/O)c2ccccn2c1C(=O)c1ccc(F)cc1	2.0	0	-5	-24	-1	5	4	i	-1	0
O=C(NC12CC3CC(CC(C3)C1)C2)N1CCC(O)(c2ccc3c(c2)OCO3)CC1	-0.9	8	2	2	-2	5	9	i	2	15
COC(=O)c1ccccc1S(=O)(=O)N1CCC(c2nc3ccccc3o2)CC1	-2.0	8	1	2	-5	7	-16	i	-7	-14
COc1ccccc1OCC(=O)Nc1c2c(nn1-c1ccccc1)CS(=O)(=O)C2	0.1	-4	3	7	-2	0	5	i	-4	2
O=C1c2cccnc2C(Nc2ccc(Cl)cc2)N1Cc1cccs1 (stereo not given)	0.5	-4	-2	-4	0	-1	13	i	-1	-1
c1ccc(CCc2nc(-c3ccccn3)no2)cc1	-0.3	7	2	1	0	0	2	i	3	-5
O=c1c2nccnc2[nH]c(=S)n1Cc1ccccc1	-0.5	7	3	-10	-1	-1	-12	i	-7	-5
O=C(Cn1c(-c2ccccc2)noc1=O)NCc1ccccc1	-0.8	-14	2	-4	4	-6	6	i	-6	-13
COc1nccnc1NS(=O)(=O)c1ccc(NS(=O)(=O)c2ccc(NC(C)=O)cc2)cc1	-0.2	8	1	8	0	6	-5	i	-4	-6
CCOc1ccccc1CNS(=O)(=O)c1cc(-c2cc(C)no2)ccc1C	2.1	15	-3	4	1	0	10	i	-9	-12
N#C/C(=C/c1cc(Cl)c(O)c(Cl)c1)C(=O)N1CCCCC1	-3.9	3	1	-10	-2	1	-2	i	-5	-4
Cc1cc(C)c(/C=C(\C#N)S(=O)(=O)c2ccccc2)[nH]1	2.1	2	-5	-2	-3	1	-15	i	-3	-1
O=C1C[C@@H]2c3c(cccc3CN1Cc1ccccc1Cl)C[C@@H](O)[C@H]2O	-0.6	-1	5	3	4	-3	4	i	-1	-2
O=C(NCCSc1ncc(-c2ccc(F)cc2)[nH]1)c1ccco1	-0.4	8	3	8	1	6	6	i	-3	-2
CCCC(=O)Nc1cc(-c2nc3ncccc3o2)ccc1Cl	-1.9	-1	-2	0	-1	1	4	i	4	-3
O=C(CCl)NNC(=O)c1c(O)c2ccccc2[nH]c1=O	4.0	14	3	2	1	0	-5	i	-1	-19
CC(C)(C)C(=O)NC(CC(=O)O)c1ccccc1 (stereo not given)	-2.3	-3	0	-3	-1	-1	-2	i	0	-12
NNC(=O)c1ccncc1	-2.5	-5	0	-4	-4	2	-7	i	2	-9
Cc1ccc(S(=O)(=O)Nc2cc(C)c(O)c(Sc3n[nH]c(C)n3)c2)cc1	1.0	9	0	3	-1	1	10	i	-1	-8
Clc1ccc(Cc2noc(Cc3ccccc3)n2)cc1Cl	2.6	-28	1	0	0	-9	-3	i	2	-8

Reprinted from the part before: two compounds, followed by the next part.
SMILES	LMPTP block	SKN-1 inh	DNMT1 block	SUMO1-SIM PPI	STEP inh	MT1-MMP act inh	CendR NRP1 mod	Rpn11 block	NadD block	Scp1 inh
Cc1ccc(S(=O)(=O)Nc2cc(C)c(O)c(Sc3n[nH]c(C)n3)c2)cc1	1.0	9	0	3	-1	1	10	i	-1	-8
Clc1ccc(Cc2noc(Cc3ccccc3)n2)cc1Cl	2.6	-28	1	0	0	-9	-3	i	2	-8
CCOC(=O)C1(Cc2ccccc2Cl)CCN(S(C)(=O)=O)CC1	-2.0	2	1	-5	-1	0	13	i	-6	-13
COc1ccc(/C=C/C(=O)OCC(=O)NC2CCCC2)c(OC)c1	0.5	-22	0	-13	-1	2	9	i	1	-5
Cc1onc(-c2ccccc2Cl)c1C(=O)Nc1cccc2nsnc12	1.4	-2	6	36	1	-3	3	i	-13	-5
COc1ccc(N2CCn3c2nc2c3c(=O)n(CCCc3ccccc3)c(=O)n2C)c(OC)c1	0.1	-15	-5	6	1	1	-3	i	-4	48
COCCCn1c(-c2cccc(Cl)c2)nc2c1c(=O)[nH]c(=O)n2Cc1ccccc1	0.5	11	-3	-1	-2	-2	-5	i	-6	-7
COC(=O)c1ccc(OC(=O)/C=C/c2ccco2)cc1	6.8	10	17	-34	11	3	0	i	0	10
O=C(CCS(=O)(=O)Cc1ccc(Cl)cc1)NCCCN1CCOCC1	-5.7	7	0	-1	2	-2	-10	i	1	-8
O=C(NCc1ccccn1)c1cc2ccccc2oc1=O	-0.9	-4	1	-26	4	1	9	i	-4	-10
CC1(C)Cc2nc3sc(C(=O)NCCCO)c(N)c3cc2CS1	0.7	-7	0	-13	-1	0	0	i	4	1
COc1cccc(CNC(=O)Cc2c(C(=O)O)[nH]c3ccccc23)c1	-0.2	6	0	5	-3	-1	-2	i	-1	-17
CC(=O)Nc1cc(NC(=O)C2C3C=CC(C3)C2C(=O)O)ccc1Cl (stereo not given)	-0.6	5	-5	-3	2	3	7	i	-4	1
COc1cc2cc(CN(CCCN3CCOCC3)Cc3nnnn3Cc3ccccc3)c(=O)[nH]c2cc1OC	-1.1	-8	2	0	-1	2	8	i	-1	-3
N/C(=N\OC(=O)c1cccs1)c1cccc([N+](=O)[O-])c1	-1.1	12	5	-24	-1	-2	1	i	-4	3
COc1ccc(C(=O)NCCN2C(=O)S/C(=C\c3cccnc3)C2=O)cc1[N+](=O)[O-]	-0.3	-3	0	-33	-2	4	8	i	-3	-8
CC(=O)OCC1OC(Nc2cccc(C)c2)C(OC(C)=O)C(OC(C)=O)C1OC(C)=O (stereo not given)	-2.0	5	0	-1	-4	2	2	i	0	-9
COc1ccccc1C1NC(=O)NC(C)=C1C(=O)OC1CCCC(C)C1 (stereo not given)	1.3	-2	1	2	2	-3	3	i	-6	-2
CCN1CCN(C(=O)C2(NC(=O)Nc3cccc(F)c3)CCCCC2)CC1	-1.4	14	-1	1	-2	2	-5	i	-2	1
COc1ccc(-c2noc(CCCC(=O)Nc3cccnc3)n2)cc1OC	-0.5	5	2	3	2	1	12	i	-4	-11
C=CCNC(=S)NNC(=O)c1ccc(OCCC)cc1	-1.2	13	1	-2	-1	-3	7	i	5	7
Cc1cc(C)n(-c2nc(C)nc(NCc3ccccc3)n2)n1	-2.5	-10	0	2	-4	-4	0	i	-3	-4
CC1CCCN(CCCNC(=O)C2CC(=O)N(c3ccc(F)c(Cl)c3)C2)C1 (stereo not given)	-0.8	0	-3	42*	-1	6	-2	i	3	-11
CC(C)c1nc2oc3c(NCc4cccnc4)ncnc3c2c2c1CCC2	6.2	-21	7	4	5	1	-10	i	-3	-2
C/C(=N/NC(=O)c1ccc(O)cc1)c1cccc([N+](=O)[O-])c1	-0.5	0	3	-25	0	1	14	i	2	-2
CC(C)CCNC(=O)NC(=O)COC(=O)C1=COCCO1	0.0	0	1	-4	0	1	2	i	-4	-2
O=C(NC(=S)Nc1ccc2c(c1)OCCO2)c1cccc2ccccc12	1.6	-2	-7	0	-4	-1	-1	i	-6	-14

Among those listed so far, these contain a cyano group:
SMILES	LMPTP block	SKN-1 inh	DNMT1 block	SUMO1-SIM PPI	STEP inh	MT1-MMP act inh	CendR NRP1 mod	Rpn11 block	NadD block	Scp1 inh
N#C/C(=C/c1cc(Cl)c(O)c(Cl)c1)C(=O)N1CCCCC1	-3.9	3	1	-10	-2	1	-2	i	-5	-4
Cc1cc(C)c(/C=C(\C#N)S(=O)(=O)c2ccccc2)[nH]1	2.1	2	-5	-2	-3	1	-15	i	-3	-1

Other results follow:
SMILES	LMPTP block	SKN-1 inh	DNMT1 block	SUMO1-SIM PPI	STEP inh	MT1-MMP act inh	CendR NRP1 mod	Rpn11 block	NadD block	Scp1 inh
CC(C)Sc1n[nH]c(=O)n1-c1ccccc1	-1.3	-3	0	4	1	1	2	i	-1	-3
CCOc1ccc(S(=O)(=O)N2CCN(CC(O)COc3cccc([N+](=O)[O-])c3)CC2)cc1 (stereo not given)	0.0	6	-3	-20	-2	5	1	i	-7	-2
O=C(NC1CCS(=O)(=O)C1)c1cccc(S(=O)(=O)N2CCCCC2)c1 (stereo not given)	-1.5	4	0	0	4	-3	-7	i	-8	-3
Cc1ccc(C)c(-n2nnnc2SCC(=O)Nc2cccc(-c3nnc4n3CCCCC4)c2)c1	0.2	7	2	-1	-2	5	-3	i	11	2
Cc1ccc(NCc2cccc(B(O)O)c2)cc1	-1.6	-2	0	-3	3	10	5	i	0	12
CCc1ccc2[nH]c(=O)c(CN(CCCN3CCOCC3)C(=O)Nc3ccc(Cl)cc3)cc2c1	-1.1	-5	-4	2	-3	-9	-13	i	5	7
COC(=O)C(CC(C)C)N1CCC(=O)c2ccccc2S1(=O)=O (stereo not given)	-0.1	4	2	2	0	-1	-4	i	2	0
CCc1cc(-c2cnnn2Cc2ccccc2)ccc1-c1cn(CC(C)C)nn1	2.3	2	-5	5	0	1	-2	i	5	·
COc1ccc(NC(=O)N(CCc2ccccc2)Cc2cc3c(C)cc(C)cc3[nH]c2=O)cc1	2.9	-9	-6	2	4	-12	4	i	16	-21
